High-throughput results (PubChem BioAssay)
DAX1 inh-1: DAX1 (NR0B1) inhibition, primary screen | HEK293T StAR-luciferase reporter, SF-1/DAX-1 repression relief | inhibition, % at 6.8 µM | 370,000 tested, 1.1% active | AID 652010;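 active = inhibition above the mean over all tested compounds plus 3 SD, cut at about 3.6% in these data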;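 note: 0% = DAX-1 cells with DMSO and 100% = cells lacking DAX-1 with DMSO; higher inhibition means more luminescence from relief of DAX-1 repression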
hgDAF-12 ag: hgDAF-12 agonism, primary luciferase screen; activation, % at 6.8 µM; HEK293 GAL4-hgDAF12 UAS-luciferase reporter, agonist luminescence; normalized to butyrate control; 370,000 tested, 1.8% active;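 active = activation above a cutoff set at the mean of all screened compounds plus 3 SD, cut at about 10% in these data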;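 note: 0% = DMSO wells and 100% = sodium butyrate wells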
DAX1 inh-2: inhibits human nuclear receptor DAX1. 340,000 tested, 0.99% active. inhibition, % at 6.75 µM. P51843. AID 504766. HEK293 Gal4-DAX1 luciferase reporter, luminescence;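 active = inhibition above the mean over all tested compounds plus 3 SD, cut at about 4.2% in these data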;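 note: 0% = DAX1-transfected cells with DMSO and 100% = empty-vector control cells with DMSO; inhibition shows as a rise in luminescence from relieved DAX1 repression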
Target sequence (P51843 207-470 limits assumed): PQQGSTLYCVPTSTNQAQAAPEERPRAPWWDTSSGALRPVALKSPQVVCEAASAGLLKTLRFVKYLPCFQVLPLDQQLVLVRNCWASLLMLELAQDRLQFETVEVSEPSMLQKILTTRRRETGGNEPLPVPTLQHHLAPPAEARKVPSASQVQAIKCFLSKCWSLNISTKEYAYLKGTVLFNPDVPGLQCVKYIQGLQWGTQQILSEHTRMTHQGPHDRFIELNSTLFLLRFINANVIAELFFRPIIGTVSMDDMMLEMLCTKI
NR1D1 modulator: modulates human Rev-erb alpha binding to DNA. Rev-erbα–FITC-DNA binding, fluorescence polarization, 90 min. activity, % at 10 µM. 370,000 tested, 0.79% active;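 active = activity above about 14%, limit read from the data; passing the limit was not always enough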;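 note: 0% = DMSO wells with 35 nM protein and 100% = DMSO wells with 750 nM protein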
PLC-gamma1 inh: inhibitors of human phospholipase C gamma1; purified PLC-gamma1, fluorogenic substrate, fluorescence; AID 720700; 370,000 tested, 0.84% active; inhibition, % at 12.2 µM; in the data active = inhibition above about 9.5%
SMARCA2 activ: SMARCA2 function activation, primary screen | MG213 cells, MMTV-luciferase reporter, dexamethasone, overnight | activation, % at 9.1 µM | 370,000 tested, 1% active; in the data active = activation above about 7.8%;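 note: 0% = vehicle wells and 100% = reference activator wells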
ADAM17 inh: inhibits human ADAM17; inhibition, % at 6.95 µM; 370,000 tested, 0.83% active; P78536; AID 720648; recombinant ADAM17, EDANS/DABCYL FRET peptide cleavage;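 active = inhibition above the mean of compounds lying between control limits plus 3 SD, set per campaign, cut at about 8.5% in these data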;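 note: 0% = DMSO-only wells as the low control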
Target sequence (P78536 215-824 limits assumed): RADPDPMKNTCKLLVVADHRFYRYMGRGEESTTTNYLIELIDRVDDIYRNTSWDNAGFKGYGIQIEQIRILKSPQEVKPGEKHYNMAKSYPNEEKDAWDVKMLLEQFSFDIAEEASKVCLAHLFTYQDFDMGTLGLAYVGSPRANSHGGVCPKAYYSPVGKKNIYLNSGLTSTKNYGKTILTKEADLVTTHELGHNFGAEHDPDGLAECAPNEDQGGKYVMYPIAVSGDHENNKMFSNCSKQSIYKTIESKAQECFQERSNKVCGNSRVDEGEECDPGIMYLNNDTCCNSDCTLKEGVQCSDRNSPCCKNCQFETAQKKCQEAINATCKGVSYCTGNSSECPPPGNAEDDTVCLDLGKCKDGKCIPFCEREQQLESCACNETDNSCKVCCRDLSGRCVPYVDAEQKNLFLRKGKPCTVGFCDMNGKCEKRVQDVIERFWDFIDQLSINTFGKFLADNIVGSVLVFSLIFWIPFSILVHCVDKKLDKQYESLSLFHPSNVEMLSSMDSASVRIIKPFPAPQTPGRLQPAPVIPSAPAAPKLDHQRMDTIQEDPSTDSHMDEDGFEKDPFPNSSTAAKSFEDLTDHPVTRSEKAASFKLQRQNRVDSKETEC
PLCb3 inh: inhibitors of human phospholipase C beta3; Purified PLC-beta3, fluorogenic substrate, fluorescence; Q01970; inhibition, % at 12.2 µM; AID 720704; 370,000 tested, 0.18% active; in the data active = inhibition above about 11%;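 note: 0% = median of compound wells on plate and 100% = full blocker control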
MBD2 DNA inh: blocks human MBD2 binding to methylated DNA; Q9UBB5; TR-FRET, MBD2 binding to methylated oligonucleotide; inhibition, % at 4.4 µM; 370,000 tested, 0.31% active; in the data active = inhibition above about 13%
ssDAF-12 act: activators of S. stercoralis DAF-12 nuclear receptor; HEK293 ssDAF-12/GRIP1 lit1-tk-luc reporter, luminescence; % of 3 µM dafachronic acid response; activation, % at 6.8 µM; 370,000 tested, 1% active; AID 652126;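 active = activation above the mean over all tested compounds plus 3 SD, cut at about 0.9% in these data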;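 note: 0% = DMSO-only wells and 100% = 3 µM delta7-dafachronic acid wells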
hcDAF12 agonist: H. contortus DAF-12 activation, primary screen; HEK293 hcDAF-12 lit1-tk-luc reporter, luminescence; 0% DMSO, 100% Δ7-dafachronic acid; activation, % at 6.8 µM; 370,000 tested, 1.4% active; AID 652067;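 active = activation above the mean of all tested compounds plus 3 SD, cut at about 5.5% in these data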;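 note: 100% = response to 3 µM Δ7-dafachronic acid high control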
The depositor's hits bear a star; . = no result given.

Order of results – DAX1 inh-1	hgDAF-12 ag	DAX1 inh-2	NR1D1 modulator	PLC-gamma1 inh	SMARCA2 activ	ADAM17 inh	PLCb3 inh	MBD2 DNA inh	ssDAF-12 act	hcDAF12 agonist
- CC1(C)CC2CC(C)(CN2S(=O)(=O)c2ccccc2[N+](=O)[O-])C1 (centres undefined)
  -1.1	-1.8	-0.9	0	2	3	-4	2	-3	-1.5	-1.6
- O=C(O)c1cc(-c2cccs2)nn1-c1cccc(Cl)c1
  -0.2	-4.7	0.0	2	-4	-3	-3	-12	2	-1.4	1.2
- CCc1ccc(OCC(=O)NNC(=O)c2cc3ccccc3o2)cc1
  0.2	2.0	0.4	-10	-1	4	2	2	3	-0.8	-0.1
- CC(=O)Nc1ccc(C=C(C#N)c2ccc(C)cc2)cc1
  1.4	9.0	2.2	-2	-6	0	3	-11	-1	-0.1	1.1
- COc1ccc(Cl)cc1NC(=O)[C@@H]1CCCN1C(=O)c1cccs1
  0.2	2.5	0.6	6	0	0	0	1	1	-1.6	0.4
- CCCCCCCCOC(=O)/C=C/c1c(C)[nH]c(=O)[nH]c1=O
  -0.1	1.0	-0.3	-1	2	-3	0	3	2	0.2	3.2
- CCOC(=O)C1(C)CCCN(C(=O)c2ccc(N(C)C)cc2)C1 (centres undefined)
  0.1	6.2	.	-1	-1	0	-1	2	-1	-0.7	2.5
- Cc1cccn2c(CNCCCn3ncc4ccccc43)c(C(=O)N3CCCCC3)nc12
  -0.1	1.2	0.7	-1	-1	0	-4	-1	-2	-1.3	0.6
- CN(C)c1ccc(NS(=O)(=O)c2cc(Cl)ccc2Cl)cc1
  -0.6	-0.4	-0.9	1	-1	2	5	0	2	-1.5	-1.6
- COc1ccc(NC(=O)c2cc(=O)c3ccccc3o2)cc1Cl
  -0.2	0.1	0.6	-1	-1	3	1	-7	1	-0.8	-0.3
- CC1CCN(S(=O)(=O)c2ccc(S(=O)(=O)NCc3ccco3)cc2)CC1
  -0.1	-1.6	0.9	4	4	-2	6	11*	1	-1.1	-2.0
- O=C(CCn1cccc1)N1CCc2ccccc21
  1.6	3.5	0.4	-1	2	-1	-4	-2	5	-1.0	-1.0
- CCCCC1(CC(=O)OCC)C(=O)N(c2ccccc2)N(c2ccccc2)C1=O
  -0.2	-3.3	-2.2	-4	-3	-3	-1	-3	2	-1.4	-1.1
- O=C(CSc1nc2ccccc2c(=O)n1-c1ccc(F)cc1F)c1c[nH]c2ccccc12
  -0.2	1.7	0.9	-6	6	-3	0	-2	0	-0.1	0.6
- CC12CCC(=O)N1C(C(=O)Nc1ccc(F)c(Cl)c1)CS2 (centres undefined)
  0.5	2.1	0.9	-2	4	-1	4	0	-4	-0.6	0.5
- O=c1c(Cl)c(NCc2ccc(F)cc2Cl)cnn1C12CC3CC(CC(C3)C1)C2
  -0.3	1.2	-0.5	7	2	-1	-1	2	-3	-1.4	0.3
- Cc1ccc(NC(=O)C2CCC(C(C)(C)C)CC2)cc1S(=O)(=O)N1CCOCC1 (centres undefined)
  -1.6	-0.2	0.1	0	6	0	3	6	0	-0.8	-0.2
- CCC(C)OC(=O)C1C(c2ccccc2)C(C(=O)O)C1c1ccccc1 (centres undefined)
  -0.7	-3.2	1.5	-1	-3	-4	-3	-1	1	-1.2	-0.7
- COc1ccc(-c2oc3ccccc3c2C#Cc2cncn2C)cc1
  -1.3	-1.2	1.6	6	-202	1	-136	-288	4	-1.6	-3.7
- CC(C)NC(=O)/C(=C\c1cccc([N+](=O)[O-])c1)NC(=O)c1ccccc1
  0.2	0.0	0.2	3	-1	-2	-4	0	3	-1.7	-1.2
- Cc1cccc(C)c1OCc1nc2ccccc2[nH]1
  -0.1	-2.5	-0.6	-2	3	-3	-4	0	1	-1.3	-2.2
- COc1cc(NC(=O)CCN2CCN(C)CC2)cc(OC)c1
  -0.2	-0.5	1.6	0	-4	-1	-3	-5	1	-1.2	-0.4
- Cc1ccc(C(C)C)c(OCCN)c1
  0.5	1.7	-0.1	-1	2	0	-2	-1	-2	-0.3	-0.9
- CC(OC(=O)C1=COCCO1)C(=O)Nc1ccc(Cl)cn1 (centres undefined)
  -0.9	6.0	-0.4	-5	6	-3	-5	-2	-1	-1.2	1.5
- Cc1ccc2c(c1)C(=O)C(=O)N2c1ccc(Cl)cc1
  0.0	0.7	0.0	-2	-5	2	-6	-4	-1	-1.3	-0.3
- N#C/C(=N\Nc1ccccc1Cl)C(=O)c1ccccc1
  -0.8	-2.0	-1.4	-4	-1	-3	-4	-3	4	-1.1	-1.2
- COc1ccc(-c2oc3ccc(-c4cc(OC)c(OC)c(OC)c4)cc3c2C#Cc2ccccn2)cc1
  -0.4	0.6	3.4	5	-10	0	-8	-19	3	-0.8	-2.1
- Cc1ccc(S(=O)(=O)Oc2ccc(/C=C(/NC(=O)c3ccccc3)C(=O)NCC(=O)O)cc2)cc1
  0.7	-4.1	.	-4	-25	-5	-7	-35	3	-0.8	-0.2
- CN1C(=O)[C@@](O)(c2cn(C)c3ccccc23)c2cc(F)ccc21
  0.1	-1.7	.	-10	3	-5	3	12*	-8	-0.2	0.1
- COC(=O)c1cnc(Nc2nc(CN)cs2)nc1C(F)(F)F
  -0.6	-3.2	.	0	3	-2	-2	3	0	-1.2	-0.8

Next section, starting with the last 6 of the part before.
Order of results – DAX1 inh-1	hgDAF-12 ag	DAX1 inh-2	NR1D1 modulator	PLC-gamma1 inh	SMARCA2 activ	ADAM17 inh	PLCb3 inh	MBD2 DNA inh	ssDAF-12 act	hcDAF12 agonist
- Cc1ccc2c(c1)C(=O)C(=O)N2c1ccc(Cl)cc1
  0.0	0.7	0.0	-2	-5	2	-6	-4	-1	-1.3	-0.3
- N#C/C(=N\Nc1ccccc1Cl)C(=O)c1ccccc1
  -0.8	-2.0	-1.4	-4	-1	-3	-4	-3	4	-1.1	-1.2
- COc1ccc(-c2oc3ccc(-c4cc(OC)c(OC)c(OC)c4)cc3c2C#Cc2ccccn2)cc1
  -0.4	0.6	3.4	5	-10	0	-8	-19	3	-0.8	-2.1
- Cc1ccc(S(=O)(=O)Oc2ccc(/C=C(/NC(=O)c3ccccc3)C(=O)NCC(=O)O)cc2)cc1
  0.7	-4.1	.	-4	-25	-5	-7	-35	3	-0.8	-0.2
- CN1C(=O)[C@@](O)(c2cn(C)c3ccccc23)c2cc(F)ccc21
  0.1	-1.7	.	-10	3	-5	3	12*	-8	-0.2	0.1
- COC(=O)c1cnc(Nc2nc(CN)cs2)nc1C(F)(F)F
  -0.6	-3.2	.	0	3	-2	-2	3	0	-1.2	-0.8
- O=C(Nc1cccc(Cl)c1Cl)C1CCN(c2ncccn2)CC1
  0.4	-2.8	3.5	4	-2	0	-1	-4	-1	-1.9	-1.6
- Cc1nc2ccccc2c(C)c1C(=O)c1ccc(F)cc1
  0.4	-1.3	1.1	-4	4	-4	1	1	1	-2.1	-0.1
- COc1ccccc1N(CC(=O)NCCc1ccccc1)C(=O)CCC(=O)Nc1cc(C)ccn1
  -0.9	-1.1	-0.2	4	0	-1	-4	-8	4	-1.4	-2.3
- CCOC(=O)c1cc(C)n(Cc2ccccc2)c1C
  0.3	2.6	-0.1	-1	-4	1	-2	-3	3	-0.4	-1.7
- CCCN(CCC)c1cc(=O)nc2ccccn12
  -0.5	-3.0	.	1	-14	-3	-5	-22	3	-1.3	0.8
- Cc1[nH]n(-c2ccc(Cl)cc2)c(=O)c1N=Nc1cccnc1
  0.3	1.7	1.6	6	6	-3	-3	-4	-1	-0.4	2.0
- Cc1ccc(S(=O)(=O)N2CCCN(C)c3nc4ccccc4nc32)cc1
  -1.3	-0.1	0.7	-4	-63	1	-29	-76	0	-0.2	2.1
- Cc1ccccc1NC(=S)N(CCc1c(C)[nH]c2ccc(F)cc12)Cc1ccncc1
  -1.1	-0.5	2.2	2	-1	0	0	3	-6	-1.5	-2.6
- O=c1[nH]n2c(-c3ccccc3)nc(O)c2c2ccccc12
  0.3	-1.4	2.2	6	-8	-1	-7	-5	-2	-1.1	2.6
- O=C(NNS(=O)(=O)c1ccc(C(=O)NC2CCCC2)cc1)c1ccncc1
  -0.1	3.4	0.0	1	5	-2	1	4	0	-1.1	-1.5
- CC1CC(C)CN(C(=O)COC(=O)C2CCN(S(=O)(=O)c3c(Cl)cccc3Cl)CC2)C1 (centres undefined)
  1.0	0.7	0.5	4	1	-4	-4	-5	1	-1.5	0.2
- Cc1cccc(OCCCN2CCOCC2)c1C
  0.1	-0.4	0.9	2	-2	3	-5	-13	1	-1.2	0.3
- COc1ccc2nc(NC(=O)c3cccc(OCc4c(C)noc4C)c3)sc2c1
  0.1	0.7	-2.0	6	-23	0	-3	-31	4	-1.4	-0.5
- Cc1ccc(NC(=O)COC(=O)C2CC2C)c(S(=O)(=O)N2CCCCC2)c1 (centres undefined)
  0.0	0.6	-1.6	-1	1	-2	-4	3	5	-1.1	-2.0
- Cc1ccc(N(CC(=O)Nc2cc(Cl)ccc2Oc2ccccc2)S(C)(=O)=O)c(C)c1
  -0.5	-2.9	0.5	-1	3	-1	13*	0	1	-0.8	-2.0
- CCOC(=O)c1ccccc1-n1nnnc1C
  0.8	0.2	2.2	0	5	-6	0	-6	-2	-1.0	-0.3
- CN1C(=O)CS/C1=N\NC(=O)COc1cccc2cccnc12
  1.7	0.2	-0.6	3	-3	-2	0	0	0	-0.3	1.0
- N#CCCSc1ccccc1NC(=O)c1cc(=O)c2ccccc2o1
  -0.3	1.8	0.2	-4	-2	2	-3	-4	-1	-1.3	1.5
- O=c1[nH]c(C2CCCN(S(=O)(=O)c3ccccc3Cl)C2)nc2c1nnn2Cc1ccc2c(c1)OCCO2 (centres undefined)
  -1.4	-3.0	0.0	0	-2	0	0	-8	1	-1.0	0.7
- CCOc1ccc(OCCOCCN2CCOCC2)cc1
  -0.7	-0.2	3.9	-5	6	-2	1	5	2	-1.2	-2.2
- O=C(CC1C(=O)NCCN1Cc1ccccc1C(F)(F)F)NC1CCCCC1 (centres undefined)
  0.0	-1.0	-0.8	-6	-6	-3	-6	-18	3	-0.9	-0.5
- Cc1cc(C)c(S(=O)(=O)Nc2ccc(N3CCOCC3)cc2)c(C)c1
  -0.6	0.4	-1.3	0	0	-2	-2	3	-1	-1.1	-2.3
- O=c1cc(CN2CCN(c3ccc(F)cc3)CC2)c2cc3c(cc2o1)CCCC3
  -0.2	-0.7	-0.8	5	-3	-1	-8	-7	4	-1.4	-0.9
- O=C(O)c1nn(-c2ccc(F)cc2)ccc1=O
  -0.1	-1.6	1.6	1	0	2	-1	-2	1	-1.1	-2.2
- COc1ccc(C(=O)CSc2nnc(-c3ccco3)o2)cc1
  -0.8	0.9	0.6	3	2	2	-2	-3	3	-2.5	-0.6
- COc1cccc2c(N/N=C/c3ccc(O)c(O)c3)cc(C)nc12
  1.0	4.2	3.9	1	-73	5	-88	-101	0	-0.6	1.3
- CCOc1ccc(C(=O)CSCC(=O)O)cc1
  0.2	-1.5	1.1	0	1	-2	-5	-10	3	-1.6	0.6
